ABHD5-PLIN5 inh: ABHD5-PLIN5 interaction inhibitors, primary screen, cell lysate, split luciferase complementation, luminescence; Perilipin-5 (Homo sapiens) + 1-acylglycerol-3-phosphate O-acyltransferase ABHD5 (Homo …; Split G. princeps luciferase complementation, 4 h; inhibition, % at 4 µM; actives 0.78% (n = 360,000); AID 602281, 2012;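 active means inhibition above the mean inhibition across every tested compound plus 3 SD, cut at about 22% in these data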;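 further: 0% = DMSO only wells and the 100% control is not disclosed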
Target sequence (Q00G26 whole entry, looked up): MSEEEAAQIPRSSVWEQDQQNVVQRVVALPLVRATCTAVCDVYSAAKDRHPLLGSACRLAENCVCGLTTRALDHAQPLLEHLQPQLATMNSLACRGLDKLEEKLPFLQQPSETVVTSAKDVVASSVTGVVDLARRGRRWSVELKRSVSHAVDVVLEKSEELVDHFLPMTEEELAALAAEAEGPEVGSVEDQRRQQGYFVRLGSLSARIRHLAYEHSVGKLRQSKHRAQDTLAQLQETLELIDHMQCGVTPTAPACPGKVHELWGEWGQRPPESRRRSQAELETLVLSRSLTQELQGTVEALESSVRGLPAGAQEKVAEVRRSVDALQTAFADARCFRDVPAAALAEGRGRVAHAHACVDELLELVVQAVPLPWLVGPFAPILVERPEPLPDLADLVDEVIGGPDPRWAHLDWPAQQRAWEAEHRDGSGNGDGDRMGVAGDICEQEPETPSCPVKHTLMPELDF
Target sequence (Q8WTS1 whole entry, looked up): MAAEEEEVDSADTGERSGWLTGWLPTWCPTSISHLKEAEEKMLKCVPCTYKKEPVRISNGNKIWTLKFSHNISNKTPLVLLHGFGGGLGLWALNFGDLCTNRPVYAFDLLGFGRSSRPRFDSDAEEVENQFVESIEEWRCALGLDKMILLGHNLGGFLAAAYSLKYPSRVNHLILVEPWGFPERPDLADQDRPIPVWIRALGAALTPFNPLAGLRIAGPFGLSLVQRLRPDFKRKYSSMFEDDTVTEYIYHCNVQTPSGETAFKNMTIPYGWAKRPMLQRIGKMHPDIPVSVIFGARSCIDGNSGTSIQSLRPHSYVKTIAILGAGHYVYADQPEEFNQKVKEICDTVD
NOD2 RIPK2 PPI: NOD2-RIPK2 binding disruptors in cells, primary screen, fluorescence, CHO cells, BLA complementation; Receptor-interacting serine/threonine-protein kinase 2 (Homo sapiens), O43353; CCF4 ratio; inhibition, % at 4.98 µM; actives 0.38% (n = 360,000); AID 624267, 2012; in the data active means inhibition above about 21%;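 further: 0% = vehicle only and 100% = reference blocker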
NCOA3 inh: SRC3 coactivator transcriptional activity inhibitors, primary screen, cell-based, luminescence. Nuclear receptor coactivator 3 (Homo sapiens), Q9Y6Q9. HEK293 GAL4-SRC3 luciferase reporter. inhibition, % at 3.6 µM. actives 0.17% (n = 360,000);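 active means inhibition above a per-campaign cutoff, the mean of all compounds plus 3 SD, cut at about 60% in these data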;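 further: 0% = DMSO-treated cells and 100% = gossypol-treated cells at 36 µM; higher means less SRC3-driven luciferase light from the GAL4 reporter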
TLR9-MyD88 block: inhibitors of TLR9-MyD88 association in cells, primary screen, cell-based, CHO, BLA complementation, fluorescence. Toll-like receptor 9 (Homo sapiens) + Myeloid differentiation primary response protein …. CCF4 FRET ratio. inhibition, % at 4.98 µM. actives 0.21% (n = 340,000). AID 504734, 2011;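 active means inhibition above the mean over all tested compounds plus 3 SD, cut at about 21% in these data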;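 further: 0% = DMSO only wells and 100% = clavulanate BLA inhibitor control wells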
SRC1 inh: SRC1 coactivator transcriptional activity inhibitors, primary screen, cell-based, luminescence. HEK293 GAL4-SRC1 luciferase reporter. Nuclear receptor coactivator 1 (Homo sapiens), Q15788. actives 0.12% (n = 360,000). inhibition, % at 3.6 µM;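 active means inhibition above the campaign mean plus 3 SD, with each screening campaign given its own cutoff, cut at about 60% in these data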;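 further: 0% = DMSO treated cells and 100% = gossypol at 36 µM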
NR5A2 inv ag: LRH-1 (NR5A2) inverse agonists, primary screen, cell-based, luminescence, HEK293T, StAR-luciferase reporter; actives 0.13% (n = 360,000); inhibition, % at 3.6 µM; LRH-1 transfected, 24 h; Nuclear receptor subfamily 5 group A member 2 (Homo sapiens), O00482; AID 602396, 2012;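 active means inhibition above the mean inhibition of all tested compounds plus 3 SD, cut at about 73% in these data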;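 further: 0% = DMSO wells and 100% = reporter-only cells lacking LRH-1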
NCOA2 inhibitor: inhibition of GAL4-SRC2 driven luciferase reporter, primary screen, SRC2 inhibitor project, cell-based, luminescence. Nuclear receptor coactivator 2 (Homo sapiens), Q15596. HEK293 GAL4-SRC2 luciferase reporter. actives 0.17% (n = 370,000). inhibition, % at 9 µM;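 active means inhibition above the mean inhibition of all tested compounds plus 3 SD, set per campaign, cut at about 52% in these data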;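 further: 0% = DMSO treated cells and 100% = cells given Gossypol at 36 µM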
TROY NFkB inh: inhibitors of TROY-driven NF-kB signaling, primary screen, Q293 LMP1-TROYcd cells, NF-kB luciferase, uHTS; Q293 LMP1-TROYcd NF-kB luciferase reporter, 4 h; inhibition, % at 10 µM; actives 0.98% (n = 360,000);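 active means compounds whose plate-normalised and pattern-corrected inhibition of the luciferase reporter signal at the single screening dose is 50% or more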
Granule exo inh: LAMP-1 surface exposure blockers, TALL-104 cells – cell-based, flow cytometry, MLPCN library, primary screen | TALL-104 LAMP-1 surface exposure; cells stimulated with thapsigargin and PMA | inhibition, % at 10 µM | actives 0.66% (n = 360,000) | AID 651702, 2012;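 active means inhibition above about 55%, limit read from the data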
TWEAK-Fn14 inh: inhibitors of TWEAK-Fn14 signaling, primary screen, luciferase reporter cells, uHTS | TWEAK-stimulated Fn14 reporter cells, luciferase luminescence, 8 h | inhibition, % at 10 µM | actives 2% (n = 360,000) | AID 1159606, 2016; in the data active means inhibition above about 50%
NR2F2 inh: NR2F2 transcriptional activity inhibitors, primary screen, cell-based, luciferase reporter, HEK293T, luminescence. COUP transcription factor 2 (Homo sapiens), P24468. actives 0.7% (n = 370,000). HEK293T NGFI-A luciferase reporter. AID 686940, 2013. inhibition, % at 8.6 µM;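 active means inhibition above a per-plate cutoff, mean inhibition of test wells between control levels plus 3 SD, cut at about 38% in these data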;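 further: cells cotransfected with COUP-TFII expression vector driving the NGFI-A reporter; 0% = median of COUP-TF2 test wells and 100% = reporter-only cells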
An asterisk follows results filed as active; . = not tested or not shown.

#1 CCc1cccc(CC)c1NC(=O)COC(=O)c1ccc2c(c1)S(=O)(=O)c1ccccc1C2=O
#2 COc1ccc(S(=O)(=O)N2CCNCC2)cc1
#3 COc1cccc(CNCCNC(=O)c2ccco2)c1OC
#4 Cc1ccccc1C(=O)Nc1scc(-c2ccc(Br)cc2)c1C(=O)O
#5 CCOc1ccccc1CNCCN1CCOCC1
#6 Cc1cc(NC(=O)c2sccc2C)n(-c2nc3ccccc3[nH]2)n1

Screen / compound no.	1	2	3	4	5	6
ABHD5-PLIN5 inh	3.5	-2.7	-6.2	4.2	-0.4	-6.1
NOD2 RIPK2 PPI	-4.2	14.4	3.5	0.1	-5.8	-3.3
NCOA3 inh	10.1	1.6	5.8	25.0	13.2	9.8
TLR9-MyD88 block	-6.0	4.2	-8.8	-0.8	3.9	20.1
SRC1 inh	6.7	8.7	-24.1	-16.5	-11.3	-18.5
NR5A2 inv ag	12.9	-6.0	-9.7	-18.9	-6.3	16.7
NCOA2 inhibitor	-8.9	-21.7	-12.8	-39.5	-20.5	10.2
TROY NFkB inh	1.4	7.8	6.4	27.8	-0.2	19.2
Granule exo inh	-1.1	-7.7	0.3	10.9	3.9	-1.4
TWEAK-Fn14 inh	1.4	-11.8	1.0	30.5	-17.0	17.0
NR2F2 inh	-15.1	4.7	17.4	1.1	-9.3	13.1

2 of these compounds in a different format.
5) CCOc1ccccc1CNCCN1CCOCC1
  ABHD5-PLIN5 inh = -0.4
  NOD2 RIPK2 PPI = -5.8
  NCOA3 inh = 13.2
  TLR9-MyD88 block = 3.9
  SRC1 inh = -11.3
  NR5A2 inv ag = -6.3
  NCOA2 inhibitor = -20.5
  TROY NFkB inh = -0.2
  Granule exo inh = 3.9
  TWEAK-Fn14 inh = -17.0
  NR2F2 inh = -9.3

6) Cc1cc(NC(=O)c2sccc2C)n(-c2nc3ccccc3[nH]2)n1
  ABHD5-PLIN5 inh = -6.1
  NOD2 RIPK2 PPI = -3.3
  NCOA3 inh = 9.8
  TLR9-MyD88 block = 20.1
  SRC1 inh = -18.5
  NR5A2 inv ag = 16.7
  NCOA2 inhibitor = 10.2
  TROY NFkB inh = 19.2
  Granule exo inh = -1.4
  TWEAK-Fn14 inh = 17.0
  NR2F2 inh = 13.1

Going on with the list.
#7 COc1ccccc1CNC(=O)CCc1cn(C)c2ccccc12
#8 Cc1cc(C(=O)COC(=O)c2ccc[nH]c2=O)c(C)n1C
#9 CC(C)(C)NC(=O)CN(C(=O)CCC(=O)Nc1nccs1)c1ccccc1F
#10 Cc1cccc(C(C#N)c2nc3ccccc3nc2C(F)(F)F)c1 (stereo unspecified)
#11 COc1cccc(-n2ccnc2SCC(=O)Nc2cc(OC)ccc2OC)c1
#12 O=C(NCc1ccco1)c1cc(-c2cccnc2)nc2ccccc12

Screen / compound no.	7	8	9	10	11	12
ABHD5-PLIN5 inh	10.3	-0.4	1.2	-2.6	11.9	-1.6
NOD2 RIPK2 PPI	-1.1	-3.9	-13.8	7.0	-2.1	-9.3
NCOA3 inh	-43.4	-25.0	-11.8	-16.4	10.7	4.7
TLR9-MyD88 block	-9.6	1.3	-14.8	-8.5	-6.6	7.5
SRC1 inh	-13.9	-33.2	-17.2	-8.3	-15.9	3.1
NR5A2 inv ag	-19.6	-115.7	15.9	1.0	-18.0	6.9
NCOA2 inhibitor	3.4	-20.3	20.9	-9.0	-9.8	-21.5
TROY NFkB inh	-9.6	10.9	-4.6	-24.8	2.7	2.6
Granule exo inh	3.8	1.3	2.0	-7.6	-2.1	-1.3
TWEAK-Fn14 inh	-3.4	-0.6	-7.5	-12.3	11.0	10.3
NR2F2 inh	-9.9	-17.7	6.9	20.7	15.3	-1.3

#13 CC(O)[C@H]1CNCCN1CCc1cc(C(F)(F)F)cc(C(F)(F)F)c1 (stereo partly specified)
#14 Nc1c(C(=O)NC2CC2)c2nc3ccccc3nc2n1-c1ccc2c(c1)OCO2
#15 COc1cc(CN2CCN(C3CCC3)CC2CCO)cc(OC)c1 (stereo unspecified)
#16 Cc1ccc(C(=O)NNC(=O)c2cc3ccccc3cc2O)cc1
#17 COc1cccc2c(SCC(=O)N/N=C/c3ccccc3)cc(C)nc12
#18 CCOc1ccc2nc3cc(N=Nc4ccc(N)nc4N)ccc3c(N)c2c1

Screen / compound no.	13	14	15	16	17	18
ABHD5-PLIN5 inh	5.7	2.4	-44.6	5.5	-9.2	-8.1
NOD2 RIPK2 PPI	0.3	-7.0	3.5	4.1	-0.9	-1.3
NCOA3 inh	10.8	-0.6	0.1	7.2	13.2	-1.1
TLR9-MyD88 block	-3.0	-5.4	8.6	-3.9	-0.2	-5.9
SRC1 inh	4.7	-13.0	-7.4	-1.5	-7.1	-9.0
NR5A2 inv ag	-12.9	-17.9	-7.7	-8.2	-7.1	1.4
NCOA2 inhibitor	-19.6	-4.2	3.1	-11.8	6.1	.
TROY NFkB inh	-5.1	-0.4	-17.0	-19.3	7.0	-21.8
Granule exo inh	-1.8	8.9	10.1	0.6	0.2	-4.5
TWEAK-Fn14 inh	-2.8	-4.8	-1.4	-12.1	21.1	-118.3
NR2F2 inh	-16.6	6.5	1.0	5.6	13.1	.

Among those listed so far, these have sulfur.
#1 CCc1cccc(CC)c1NC(=O)COC(=O)c1ccc2c(c1)S(=O)(=O)c1ccccc1C2=O
#2 COc1ccc(S(=O)(=O)N2CCNCC2)cc1
#4 Cc1ccccc1C(=O)Nc1scc(-c2ccc(Br)cc2)c1C(=O)O
#6 Cc1cc(NC(=O)c2sccc2C)n(-c2nc3ccccc3[nH]2)n1
#9 CC(C)(C)NC(=O)CN(C(=O)CCC(=O)Nc1nccs1)c1ccccc1F
#11 COc1cccc(-n2ccnc2SCC(=O)Nc2cc(OC)ccc2OC)c1
#17 COc1cccc2c(SCC(=O)N/N=C/c3ccccc3)cc(C)nc12

Screen / compound no.	1	2	4	6	9	11	17
ABHD5-PLIN5 inh	3.5	-2.7	4.2	-6.1	1.2	11.9	-9.2
NOD2 RIPK2 PPI	-4.2	14.4	0.1	-3.3	-13.8	-2.1	-0.9
NCOA3 inh	10.1	1.6	25.0	9.8	-11.8	10.7	13.2
TLR9-MyD88 block	-6.0	4.2	-0.8	20.1	-14.8	-6.6	-0.2
SRC1 inh	6.7	8.7	-16.5	-18.5	-17.2	-15.9	-7.1
NR5A2 inv ag	12.9	-6.0	-18.9	16.7	15.9	-18.0	-7.1
NCOA2 inhibitor	-8.9	-21.7	-39.5	10.2	20.9	-9.8	6.1
TROY NFkB inh	1.4	7.8	27.8	19.2	-4.6	2.7	7.0
Granule exo inh	-1.1	-7.7	10.9	-1.4	2.0	-2.1	0.2
TWEAK-Fn14 inh	1.4	-11.8	30.5	17.0	-7.5	11.0	21.1
NR2F2 inh	-15.1	4.7	1.1	13.1	6.9	15.3	13.1

Other structures
#19 CCOc1ccccc1-n1nnnc1SCC(=O)NC(=O)Nc1ccc2c(c1)OCCO2
#20 Cc1ccc(CN2CCCN(Cc3c(F)cccc3Cl)S2(=O)=O)cc1
#21 COc1cc(/C=C(\C#N)C(N)=O)ccc1OS(=O)(=O)c1ccc(C)cc1
#22 CC(Sc1nnc(-c2ccccc2F)o1)C(=O)Nc1ccc(N2CCOCC2)cc1 (stereo unspecified)
#23 COC(C(=O)N/N=C(\C)c1ccc(C)cc1)c1ccccc1 (stereo unspecified)
#24 S=C(Nc1ccccc1Cl)N1CCN(c2ccccn2)CC1

Screen / compound no.	19	20	21	22	23	24
ABHD5-PLIN5 inh	-1.9	-0.6	0.4	5.9	-7.9	-5.7
NOD2 RIPK2 PPI	-12.9	-27.8	5.6	1.0	4.6	-2.5
NCOA3 inh	12.5	-71.8	13.1	-34.8	-1.1	14.0
TLR9-MyD88 block	1.5	-4.0	0.6	4.0	-6.4	-0.6
SRC1 inh	6.0	4.9	2.5	-59.7	17.0	10.4
NR5A2 inv ag	18.9	7.5	25.1	-7.3	-12.0	-3.5
NCOA2 inhibitor	-9.5	-2.8	-20.8	-35.2	-1.5	7.8
TROY NFkB inh	24.7	-15.7	16.0	-15.9	-35.6	-6.0
Granule exo inh	-2.4	53.0	2.6	-7.2	-2.4	-1.5
TWEAK-Fn14 inh	69.6*	7.2	-39.8	1.4	-1.3	-7.7
NR2F2 inh	7.8	1.6	11.9	-14.4	8.9	4.8

Some of the compounds tested. The share of hits here may be higher or lower than overall.
